Screens deposited in PubChem by National Center for Advancing Translational Sciences (NCATS).
MBNL1 CUG block: inhibitors of human MBNL1 binding to CUG repeat RNA. Potency, µM (series often up to 57.5 µM), inactives show at the top dose activity change, negative = inhibition, usual class: inhibitors. TR-FRET MBNL1-His/biotin-(CUG)12 binding, 665/545 ratio. hit rate 0.036% among 280,000. AID 2675; active = well fitted inhibition curve with a large enough effect in the signal ratio, with a control signal flat, not every such curve was filed as active; inconclusive = small, poorly fitted or top-dose-only effect, or effect the other way, or a change in a side signal; inactive = no such curve, though single readings can be large or run the other way; the % refers to the signal ratio; note: potency is the fitted concentration of half-maximal effect; % is set by controls: 0 for no effect and ±100 for the full control effect
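Inhibition of protein-RNA binding appears as loss of TR-FRET between terbium anti-His antibody on MBNL1-His and streptavidin-XL665 on biotin-(CUG)12. Activity is normalized to buffer-only and uninhibited-complex controls.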
FBPA coupling cs: counter-screen for Giardia aldolase inhibitors: coupling enzyme system; coupling enzyme system counterscreen, AmpLite Red fluorescence; activity change, negative = inhibition, % at 58.2 µM, hits read low; hit rate 0.67% among 290,000; in the data active = activity change below about -30%; note: % is set by controls: 0 for no effect and ±100 for the full control effect
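Counterscreen of the coupled detection system alone, without aldolase: glyceraldehyde-3-phosphate coupling enzymes plus AmpLite Red readout. Compounds at 57.5 uM final, 10 min RT preincubation, 20 min RT reaction, fluorescence 525/598 nm.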
KCNH2 3.1 inh: inhibitors of human KCNH2 3.1 potassium channel isoform | activity change, % (tested at about 1.8 µM) | U2OS KCNH2 3.1, thallium flux FluxOr; hits give low values | hit rate 0.95% among 340,000;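 active = maximum activity change below -70%; inconclusive = maximum activity change from -70% to -50%; inactive = maximum activity change above -50%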;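 note: thallium influx rate constant from kinetic fluorescence after stimulation buffer; % is set by controls: 0 for no effect and ±100 for the full control effect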
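Normalized rate constant (relative to positive and negative DMSO controls) derived from a 2 min kinetic fluorescence read after stimulation; U2OS cells expressing the 3.1 isoform via virus at 1.77 x 10^8 /mL.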
ASM inhibitor: inhibitors of human secretory acid sphingomyelinase; P17405; placental ASM, HMU-PC fluorogenic substrate, 60 min; AID 504937; Potency, µM (highest dose often 57.5 µM), inactives show top-dose activity change, negative = inhibition, hits mostly inhibitors; hit rate 0.006% among 340,000; note: potency is the fitted concentration of half-maximal effect
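Human placenta-derived ASM preincubated with compound 10 min at room temperature, then reacted with 9 uM (final) fluorogenic HMU-PC substrate for 60 min at 37 C. Stop solution raises pH to 10; fluorescence read at Ex 386/Em 447 nm.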
AT treatment: potential ataxia-telangiectasia treatment. hit rate 0.19% among 320,000. Potency, µM (doses to about 57.5 µM), for inactives: at the highest dose activation, usual class: activators. AID 485349. […] A-T fibroblasts, KAP-1 phosphorylation AlphaLISA; neocarzinostatin DNA damage 30 min before lysis; note: potency is the fitted concentration of half-maximal effect; % of control where 0% means no effect; nearly all actives have a fitted effect of over 45% in size
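ATM-like activity read as KAP-1 phosphorylation via AlphaLISA donor/acceptor antibody pairs after lysis and 6 hr at 25C. Cells were ATM-null patient fibroblasts ([…], hTERT), dosed 60 min, then exposed to the DSB inducer NCS for 30 min.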
Integrin act MD: activates integrin-mediated alleviation for muscular dystrophy. alpha7betagal myoblasts, beta-gal FDG fluorescence, 48 h. Potency, µM (titrated, usually from 38.3 µM), without a hit: at the highest dose activation, usual class: activators. hit rate 0.064% among 350,000. AID 624291;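 note: potency is the fitted concentration of half-maximal effect; 100% = response of the positive control SU9516; nearly all actives have a fitted effect of over 60% in size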
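alpha7betagal+/- myoblasts (passage 13, 250/well) treated 48 h at 37C with compounds at 1:260 dilution of DMSO stock. Lysed, then beta-galactosidase activity read as FDG fluorescence (ex 480/em 540) after 30 min, with pre-read for autofluorescence.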
TRPV1 ag: activates the human vanilloid receptor TRPV1; Q8NER1; TRPV1-expressing cells, Fluo-8 calcium influx, agonist mode; activation, % at 8.33 µM; hit rate 0.19% among 320,000; in the data active = activation above about 80%; inconclusive = between about 30% and that limit; note: 0% is about no effect
Target sequence (Q8NER1 whole entry, looked up): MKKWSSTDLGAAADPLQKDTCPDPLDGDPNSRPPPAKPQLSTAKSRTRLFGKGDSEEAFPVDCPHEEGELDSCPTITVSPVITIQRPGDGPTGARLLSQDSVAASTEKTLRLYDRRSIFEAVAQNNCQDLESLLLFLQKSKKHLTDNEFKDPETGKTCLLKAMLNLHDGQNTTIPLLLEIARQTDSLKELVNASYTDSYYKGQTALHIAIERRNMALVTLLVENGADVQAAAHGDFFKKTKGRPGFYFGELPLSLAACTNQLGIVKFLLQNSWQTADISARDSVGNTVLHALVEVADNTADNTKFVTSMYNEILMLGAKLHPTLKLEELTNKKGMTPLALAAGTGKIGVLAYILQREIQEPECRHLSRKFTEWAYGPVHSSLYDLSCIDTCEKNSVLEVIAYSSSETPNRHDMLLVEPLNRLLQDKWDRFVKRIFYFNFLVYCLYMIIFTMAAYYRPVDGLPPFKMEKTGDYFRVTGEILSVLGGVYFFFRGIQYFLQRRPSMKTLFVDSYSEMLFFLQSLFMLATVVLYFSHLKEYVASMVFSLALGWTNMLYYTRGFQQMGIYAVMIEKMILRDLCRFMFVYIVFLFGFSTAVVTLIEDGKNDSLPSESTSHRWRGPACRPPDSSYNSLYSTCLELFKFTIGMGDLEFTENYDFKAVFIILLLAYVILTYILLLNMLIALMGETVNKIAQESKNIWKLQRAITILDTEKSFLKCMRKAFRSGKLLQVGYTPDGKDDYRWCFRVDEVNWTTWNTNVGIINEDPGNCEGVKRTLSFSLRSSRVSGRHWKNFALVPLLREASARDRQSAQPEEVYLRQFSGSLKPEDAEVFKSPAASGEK
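Cells expressing TRPV1 were dye-loaded with Fluo-8 and read kinetically: 10 s baseline, 3 min after compound (agonist portion), then 2 min after EC20 capsaicin (allosteric enhancer portion). Calcium-bound dye fluorescence at 480/520 nm.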
GALK inh: blocks human galactokinase activity; hit rate 0.007% among 270,000; P51570; AID 1868; Potency, µM (series often up to 57.5 µM), without a hit: at the highest dose activity change, negative = inhibition, hits mostly inhibitors; Purified GALK, Kinase-Glo residual ATP luminescence; note: potency is the fitted concentration of half-maximal effect; % is set by controls: 0 for no effect and ±100 for the full control effect
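ATP-depletion format; final 35 uM ATP, 100 uM D-galactose, 5 nM enzyme; pH 8.0 HEPES/Mg2+ buffer; 60 min RT; luminescence read 10 min after detection reagent.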
KCNH2 WT inh: inhibitors of human wildtype KCNH2 potassium channel; Q12809; U2OS, BacMam KCNH2, thallium flux FluxOr; hits give low values; activity change, % at 1.84 µM; hit rate 0.37% among 340,000; AID 720551;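 active = maximum activity change below -70%; inconclusive = maximum activity change between -70% and -50%; inactive = maximum activity change above -50%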; note: % is set by controls: 0 for no effect and ±100 for the full control effect
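U2OS cells transduced with wild-type KCNH2 virus are loaded with FluxOr dye for 45 min, and thallium flux is measured in kinetic reads before and after stimulation buffer. Rate constants are normalized to DMSO controls.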
CXXC DNA block: inhibitors of human MLL CXXC domain-DNA interaction; Q03164; MLL-CXXC / FITC-HOXA9 DNA fluorescence polarization; Potency, µM (series often up to 115 µM), for inactives: at the top dose activity change, negative = inhibition, actives largely listed as inhibitors; hit rate 0.037% among 290,000; AID 2662; active = well fitted inhibition curve with a large enough effect in the polarisation, with a control signal flat, not every such curve was filed as active; inconclusive = small, poorly fitted or top-dose-only effect, or effect the other way, or a change in a side signal; inactive = no such curve, though single readings can be large or run the other way; the % refers to the polarisation; note: potency is the fitted concentration of half-maximal effect
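Fluorescence polarization: 7 uM MLL-CXXC (stock) preincubated 5 min with compounds, then 50 nM fluorescein-HOX-A9 DNA (stock) added; 30 min ambient. Buffer 50 mM Tris-HCl pH 7.5, 50 mM NaCl, 1 mM DTT, 0.05% BSA.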
Starred values were filed as active, the others as inactive; ? = inconclusive; / = not tested or not shown; & = joins results of further samples; [ ] = remark or other dose. Unless noted, calls come from the whole dose curve; as a rule, active = well fitted curve in the direction sought with a large enough effect; inconclusive = small, poorly fitted or top-dose-only effect, or another doubt; inactive = no such curve, though single readings can be large; an effect the other way counts as inactive or inconclusive. Compounds were not picked by outcome (roughly 2% active in at least one column).

SMILES	MBNL1 CUG block	FBPA coupling cs	KCNH2 3.1 inh	ASM inhibitor	AT treatment	Integrin act MD	TRPV1 ag	GALK inh	KCNH2 WT inh	CXXC DNA block
CCOC(=O)C1(C)NC(c2cccc(C)c2)C2C(=O)N(c3ccccc3)C(=O)C21 (stereo not given)	-12%	1	-22	4%	?	15%	-3	0%	2	0%
O=C(Nc1ccc(Oc2ccc(Cl)cc2)c(Cl)c1)c1cc(I)cc(I)c1O	-6%	-9	-5	-2%	25%	/	1	/	-6	-18%&-2%
CN(C)C=NC(=O)c1ccc(N2CCN(c3ncc(C(F)(F)F)cc3Cl)CC2)cc1	-3%	-1	?	19%	/	-23%	-1	-2%	-18	-2%
Cc1ccc2c(c1)CCCN2CC(=O)N(C)c1c(N)n(Cc2ccccc2)c(=O)[nH]c1=O	/	/	12	57%[activator]	5%	-19%	-3	/	-14	/
Cc1cccn2c(=O)c3cc(C(=O)NCc4ccco4)c(=N)n(C(C)C)c3nc12	?	0	-23	394%[activator]	4%	-20%	5	0%	-5	0%
CCOc1ccc(N2C(=O)C3ON(c4ccccc4)C(c4cccs4)C3C2=O)cc1 (stereo not given)	-13%	0	4	-6%	-1%	3%	18	1%	3	-6%
c1ccc(-c2nc3ccccc3c3nc4ccccc4n23)cc1	13%	-3	-3	1%	2%	7%	3	1%	-12	3%
Cc1cccc(OCC(=O)Nc2nnn(C)n2)c1C	-12%	0	5	1%	/	-15%	0	2%	25	1%
Cc1cccc(CS(=O)(=O)c2ncc(Cl)c(C(=O)Nc3ccc(F)cc3)n2)c1	4%	/	-32	-12%	-2%	-67%[inhibitor]	-2	0%	76	18%
CCN(CC(=O)Nc1c(F)cccc1F)C(=O)Cc1n[nH]c(=O)c2ccccc12	/	/	27	1%	16%	21%	-2	/	-5	/

Some values from the results shown.
`Cc1ccc2c(c1)CCCN2CC(=O)N(C)c1c(N)n(Cc2ccccc2)c(=O)[nH]c1=O` in KCNH2 3.1 inh = 12
`CCOC(=O)C1(C)NC(c2cccc(C)c2)C2C(=O)N(c3ccccc3)C(=O)C21` (stereo not given) in KCNH2 3.1 inh = -22
`c1ccc(-c2nc3ccccc3c3nc4ccccc4n23)cc1` in MBNL1 CUG block = 13%

Gathered by group, the compounds so far containing sulfur (two)
SMILES	MBNL1 CUG block	FBPA coupling cs	KCNH2 3.1 inh	ASM inhibitor	AT treatment	Integrin act MD	TRPV1 ag	GALK inh	KCNH2 WT inh	CXXC DNA block
CCOc1ccc(N2C(=O)C3ON(c4ccccc4)C(c4cccs4)C3C2=O)cc1 (stereo not given)	-13%	0	4	-6%	-1%	3%	18	1%	3	-6%
Cc1cccc(CS(=O)(=O)c2ncc(Cl)c(C(=O)Nc3ccc(F)cc3)n2)c1	4%	/	-32	-12%	-2%	-67%[inhibitor]	-2	0%	76	18%

Next section:
SMILES	MBNL1 CUG block	FBPA coupling cs	KCNH2 3.1 inh	ASM inhibitor	AT treatment	Integrin act MD	TRPV1 ag	GALK inh	KCNH2 WT inh	CXXC DNA block
CNC(=O)CSc1nnc(SCCC(=O)O)s1	?	-1	17	3%	1%	6%	-7	-3%	-1	-7%
O=C(N/N=C\c1ccc([N+](=O)[O-])o1)C1COc2ccccc2O1 (stereo not given)	?	2	5	-6%	3%	-66%[inhibitor]	-1	3%	10	-4%
CCOC(=O)c1sc(NC(=O)C2=COCCO2)c(C#N)c1C	/	/	9	3%	-4%	-9%	-2	/	2	/
C1CC1C(=NN=C(C1CC1)C1CC1)C1CC1	/	/	12	0%	/	-10%	/	/	4	/
CNC(=O)C1CC(=O)N(Cc2ccc(OC)c(OC)c2)C(=Nc2ccc(OC)cc2)S1 (stereo not given)	-14%	-2	-3	-2%	6%	-7%	1	-3%	8	-1%
O=C(NCc1ccc(F)cc1)C1CCCN(S(=O)(=O)c2cccc3nonc23)C1 (stereo not given)	17%	/	9	-2%	4%	9%	2	0%	21	-6%
O=C(/C=C/c1ccc([N+](=O)[O-])cc1)NCCN1C(=O)S/C(=C\c2ccc(F)cc2)C1=O	9%	4	-38	-1%	2%	-3%	20	0%	15	-5%
CCOC(=O)c1cc(-c2ccc3c(c2)OCO3)nc2onc(C)c12	7%	2	-1	83%[activator]	8%	9%	10	-1%	-8	-3%
COc1cc(NC(=O)CSc2nc3ccccc3n2-c2ccccc2)c(C)cc1[N+](=O)[O-]	24%	0	-6	-1%	/	-3%	29	2%	-4	1%
CC1CC(C)CN(C(=O)C2CCN(S(=O)(=O)c3c(Cl)cccc3Cl)CC2)C1 (stereo not given)	0%	/	-5	0%	-8%	1%	-4	-4%	11	2%
O=C(CCCN1C(=O)/C(=C/c2ccco2)SC1=S)Nc1ccccc1C(=O)O	18%	2	2	-4%	-4%	0%	-3	-1%	21	16%
CC(C)c1nnc(-c2ccc(Cl)cc2)c(N(C)C)n1	5%	4	0	3%	-3%	5%	3	/	3	-5%
Cc1cc(C)cc(N(C(=O)c2csnn2)C(C(=O)NC2CCCCC2)c2ccncc2)c1 (stereo not given)	0%	4	3	0%	4%	-38%	6	1%	6	9%
NC(=O)[C@@H]1CC2(CC(c3cccc(NC(=O)[C@H]4CCC(=O)N4)c3)=NO2)CN1C(=O)COc1ccc(Cl)cc1 (stereo not given in full)	-2%	6	0	5%	-3%	26%	3	4%	-1	10%
CSc1c(-c2ccccn2)c(N)nn1C(=O)C1CC1	-14%	3	24	0%	0%	8%	2	/	-2	9%
Nc1ncc(Br)cc1S(=O)(=O)Nc1ccccc1F	1%	/	-13	-10%	6%	17%	8	7%	0	10%
O=C(N/N=C/c1ccco1)c1cc(=O)[nH]c2ccccc12	?	3	-45	0%	-6%	?	-12	0%	-1	0%
CCOP(=O)(OCC)C(NCc1ccccc1)c1ccc(Br)cc1 (stereo not given)	1%	4	-6	3%	1%	-23%	?	0%	-8	0%
COc1ccc2cc(/C=N/O)c(Cl)nc2c1	20%	-3	-11	16%	-3%	4%	0	3%	5	-2%
N#Cc1nc(-c2ccc(Cl)cc2)oc1NCC1CCCO1 (stereo not given)	22%	-2	-30	3%	0%	-24%	26	2%	3	-1%
COc1cc(C(=S)N2CCCC2)cc(OC)c1OC	-9%	1	13	5%	-3%	8%	-1	9%	4	18%
Cc1cc(C(=O)CSc2nc3ccccc3[nH]2)c(C)n1CC1CCCO1 (stereo not given)	-8%	-1	-4	1%	-3%	-39%	5	/	1	15%
O=C(NCCCN1CCOCC1)c1c(F)cccc1F	-1%	3	13	3%	6%	0%[7.66 µM]	-1	0%	-12	-7%
Cc1ccc(C)c(-n2c(-c3ccc4c(c3)OCO4)n[nH]c2=S)c1	17%	4	4	-2%	5%	-11%	-2	0%	-5	3%
CCC(=O)Nc1nnc(S(=O)(=O)N(C)Cc2ccco2)s1	-3%	/	2	2%	5%	-4%	5	5%	19	1%
CCOC(=O)N1CCN(C(=O)CSc2nnc(Cn3c(=O)sc4ccccc43)n2C)CC1	-10%	8	2	5%	-2%	-33%	0	2%	1	-1%
O=C(COC(=O)CCN1C(=O)C2CC=CCC2C1=O)NCCc1ccc(F)cc1 (stereo not given)	/	/	3	2%	-5%	4%	-1	/	-3	/
COc1ccc(CNc2c(C(=O)O)cnc3c2cnn3C)cc1	3%	4	4	-1%	-1%	15%	1	-2%	4	15%
COC(=O)c1c(N)sc(C(=O)N2CCOCC2)c1C	-4%	0	12	3%	9%	5%	2	1%	4	5%
CCOc1ccc(C2/C(=C(\O)c3c(C)[nH]c(C(=O)OC)c3C)C(=O)C(=O)N2CCN(C)C)cc1 (stereo not given)	-1%	-1	1	-1%	-7%	0%[7.66 µM]	-4	5%	2	-4%

2 compounds drawn at random from the list so far, as already listed:
SMILES	MBNL1 CUG block	FBPA coupling cs	KCNH2 3.1 inh	ASM inhibitor	AT treatment	Integrin act MD	TRPV1 ag	GALK inh	KCNH2 WT inh	CXXC DNA block
O=C(NCCCN1CCOCC1)c1c(F)cccc1F	-1%	3	13	3%	6%	0%[7.66 µM]	-1	0%	-12	-7%
CCC(=O)Nc1nnc(S(=O)(=O)N(C)Cc2ccco2)s1	-3%	/	2	2%	5%	-4%	5	5%	19	1%
